mIDH1 inhibitor: blocks human mutant IDH1 R132H enzyme; IDH1-R132H enzyme, NADPH consumption, diaphorase/resazurin fluorescence; O75874; AID 602179; 0.093% of 390,000 active; Potency, µM (top dose mostly 76.6 µM), for the others: at the highest dose activity change, negative = inhibition, hits mostly inhibitors; also: potency is read from the fitted curve at half-maximal effect; % is scaled to controls: 0 for no effect and ±100 for the full control effect; nearly all actives have a fitted effect of over 65% in size
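IDH1-R132H (0.5 ug/mL) preincubated 30 min with compound, then NADPH (0.016 mM) and alpha-KG (2 mM) added; 80 min at RT, pH 7.5. Remaining NADPH coupled via diaphorase/resazurin to fluorescence (540/590 nm); concentration-response curves normalized to no-enzyme control.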
TrxR1 substrate: is turned over as a substrate by rat TrxR1; purified TrxR1 substrate turnover, NADPH consumption readout; 0.01% of 390,000 active; Potency, µM (titrated, usually from 114 µM), for the others: at the top dose activity change, negative = substrate turnover; O89049; also: potency is read from the fitted curve at half-maximal effect; % is scaled to controls: 0 for no effect and ±100 for the full control effect; nearly all actives have a fitted effect of over 50% in size
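Rat TrxR1, dispensed at 90 nM, was prereduced with 400 uM NADPH (final) for 5 min at ~22 deg C, then incubated with compound 15 min before 400 uM selenite. A first-read NADPH fluorescence drop versus no-compound background flagged substrates.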
USP1 inh: inhibitors of human USP1/UAF1 deubiquitinase; O94782; recombinant USP1/UAF1, Ub-Rhodamine cleavage fluorescence; Potency, µM (top dose mostly 57.1 µM), without a hit: at the highest dose activity change, negative = inhibition, actives largely listed as inhibitors; 0.23% of 390,000 active; also: potency is read from the fitted curve at half-maximal effect; % is scaled to controls: 0 for no effect and ±100 for the full control effect; nearly all actives have a fitted effect of over 60% in size; inactives centre near -12
Target sequence (O94782 whole entry, looked up): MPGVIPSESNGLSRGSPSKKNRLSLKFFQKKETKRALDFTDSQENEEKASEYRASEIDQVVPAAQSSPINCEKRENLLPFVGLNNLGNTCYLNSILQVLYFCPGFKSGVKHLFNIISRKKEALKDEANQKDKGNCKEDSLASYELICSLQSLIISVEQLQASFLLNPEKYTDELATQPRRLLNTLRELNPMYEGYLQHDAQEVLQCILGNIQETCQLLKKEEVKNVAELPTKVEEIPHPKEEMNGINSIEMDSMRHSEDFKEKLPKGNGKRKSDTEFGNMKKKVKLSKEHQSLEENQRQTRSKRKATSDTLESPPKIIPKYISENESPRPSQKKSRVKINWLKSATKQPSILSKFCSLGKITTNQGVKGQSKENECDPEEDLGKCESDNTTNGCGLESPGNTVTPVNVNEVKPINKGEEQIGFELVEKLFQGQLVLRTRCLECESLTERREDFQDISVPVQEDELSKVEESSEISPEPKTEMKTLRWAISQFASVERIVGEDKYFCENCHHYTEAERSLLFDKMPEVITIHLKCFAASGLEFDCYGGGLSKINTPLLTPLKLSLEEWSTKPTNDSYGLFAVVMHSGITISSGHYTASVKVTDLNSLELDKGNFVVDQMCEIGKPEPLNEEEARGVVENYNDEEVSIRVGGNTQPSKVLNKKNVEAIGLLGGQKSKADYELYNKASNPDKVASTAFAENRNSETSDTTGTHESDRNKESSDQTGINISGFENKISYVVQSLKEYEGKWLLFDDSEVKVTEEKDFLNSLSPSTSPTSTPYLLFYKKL
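Step one: compound is pinned into 1nM USP1/UAF1 in HEPES pH 7.8 buffer with TCEP. Step two: 15 min room-temperature incubation. Step three: Ub-Rho (150nM final) starts cleavage, tracked by fluorescence over six one-minute reads.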
Glioma ERSR ind: inducers of ER stress response in human glioma cells; 0.02% of 420,000 active; Potency, µM, inactives show at the top dose activation, hits mostly activators; U87-MG GRP78 promoter luciferase reporter, 16 h; also: potency is read from the fitted curve at half-maximal effect; series mostly up to about 76 µM; % of control where 0% means no effect; nearly all actives have a fitted effect of over 35% in size
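Stably transfected U87-MG glioma cells carrying a GRP78-based luciferase sensor; 16 h compound incubation. Luminescence end-point read 10 min after Bright-Glo addition at room temperature.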
LDHA inh: inhibitors of human lactate dehydrogenase A; P00338; purified LDHA, NADH/diaphorase-resazurin fluorescence; hits give low values; activity change, % (values are at about 110 or 230 µM); 0.15% of 480,000 active; in the data active = activity change below about -30%; inconclusive = mostly about -25% to -30%;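 also: plate controls were DMSO wells for no effect and wells without enzyme for full effect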
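Human LDH5 (2 nM) was incubated with 0.06 mM NADH and 0.2 mM pyruvate for 5 min at room temperature in Tris pH 7.4. Remaining NADH was coupled through diaphorase/resazurin, and resorufin fluorescence was read at 0 and 20 min.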
Vif-APOBEC3F blk: blocks the Vif interaction with APOBEC3F; 0.2% of 390,000 active; Potency, µM (series often up to 46.1 µM), for inactives: at the highest dose activity, negative = active; AID 602313; HeLa A3F-eYFP + Vif (tagged APOBEC3F with the HIV-1 protein that degrades it), YFP fluorescence increase; also: potency is read from the fitted curve at half-maximal effect; % of control where 0% means no effect; nearly all actives have a fitted effect of over 65% in size
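HeLa cells stably expressing Vif plus C-terminally eYFP-tagged A3F were seeded, incubated overnight at 37 deg C, dosed with compound, incubated overnight again at 37 deg C. Yellow fluorescence (Ex 488/Em 500-530) reported blocked Vif-mediated A3F-eYFP degradation.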
RGS4 inhibitor: human RGS4 inhibition. AID 504845. P49798. Potency, µM (titrated, usually from 114 µM), for the others: top-dose activity change, negative = inhibition, hits mostly inhibitors. Transcreener GDP fluorescence polarization, RGS4-accelerated GTP hydrolysis. 0.039% of 390,000 active; also: potency is read from the fitted curve at half-maximal effect; % is scaled to controls: 0 for no effect and ±100 for the full control effect; nearly all actives have a fitted effect of over 75% in size; some results filed as inactive show a strong effect at the top dose
Target sequence (P49798 whole entry, looked up): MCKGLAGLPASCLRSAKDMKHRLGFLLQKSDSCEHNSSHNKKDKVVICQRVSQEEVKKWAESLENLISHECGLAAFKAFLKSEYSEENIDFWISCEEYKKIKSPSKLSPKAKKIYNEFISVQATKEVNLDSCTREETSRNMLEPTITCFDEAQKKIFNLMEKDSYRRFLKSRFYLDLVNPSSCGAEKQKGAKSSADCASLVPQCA
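MLSMR compounds (23 nl, pin-transferred) preincubated 10 min at room temperature with a 500nM (2x) first reagent, then RGS4 at 900nM (2x) plus Transcreener GDP mix added; fluorescence polarization (620/688 nm) read before and after 90 min at 30 °C.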
Vif-A3G inh: blocks the Vif interaction with human APOBEC3G; Q9HC16; 0.076% of 410,000 active; AID 602310; Potency, µM (series often up to 46.1 µM), without a hit: at the highest dose activity, negative = active, most hits filed as inhibitors; HeLa A3G-eYFP + Vif (tagged APOBEC3G with the HIV-1 protein that degrades it), YFP fluorescence, overnight;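 also: potency is read from the fitted curve at half-maximal effect; % is scaled to controls: 0 for no effect and ±100 for the full control effect; nearly all actives have a fitted effect of over 60% in size; hits raise eYFP signal because A3G escapes Vif-driven loss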
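HeLa cells stably expressing Vif and C-terminally eYFP-tagged A3G, seeded overnight at 37 deg C, then exposed to compound by pintool overnight at 37 deg C. Rise in yellow fluorescence (Ex 488/Em 500-530, Acumen) marks blocked Vif-driven A3G degradation.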
rTrxR1 inhibitor: inhibitors of rat thioredoxin reductase 1. O89049. recombinant rTrxR1, NADPH fluorescence consumption, selenite substrate. Potency, µM (top dose mostly 114 µM), for the others: at the top dose activity change, negative = inhibition, hits mostly inhibitors. 1% of 390,000 active. AID 588453; also: potency is read from the fitted curve at half-maximal effect; % is scaled to controls: 0 for no effect and ±100 for the full control effect; nearly all actives have a fitted effect of over 65% in size
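Rat TrxR1 (90 nM in the dispensed reagent) was pre-reduced with 400 uM NADPH for 5 min at room temperature, then incubated with compound for 15 min. After 400 uM selenite was added, NADPH fluorescence (Ex 340/Em 450 nm) was followed for 8 min.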
* hit, by the source's call; ? = inconclusive; · = not tested or not shown; & = joins results of further samples; [ ] = dose if it differs, or a comment. Unless noted, calls follow the shape of the dose curve; as a rule, active = well fitted curve in the direction sought with a large enough effect; inconclusive = small, poorly fitted or top-dose-only effect, or another doubt; inactive = no such curve, though single readings can be large; an effect the other way counts as inactive or inconclusive.

SMILES	mIDH1 inhibitor	TrxR1 substrate	USP1 inh	Glioma ERSR ind	LDHA inh	Vif-APOBEC3F blk	RGS4 inhibitor	Vif-A3G inh	rTrxR1 inhibitor
CCn1c(CSc2nc(C)cc(C)n2)nnc1SCC(=O)Nc1cccc2ccccc12	1.5%	3.5%	-6.6%	0.1%	-13.0	-1.8%	-3.9%	0.4%	3.8%
Cc1noc(C)c1C(=O)N1CCC(CO)(Cc2ccccc2)CC1	2.7%	7.3%	-17.6%	1.5%	-4.7	8.5%	-10.2%	1.3%	14.9%
Cc1cc(=O)[nH]c(SCc2nc3ccccc3n2Cc2ccccc2)n1	1.6%	4.7%[57.1 µM]	-1.4%	1.2%	2.3	-2.7%	-25.2%	-4.7%	-3.2%[57.1 µM]
O=C(COc1ncnc2sccc12)Nc1ccc(F)cc1F	-16.0%	-3.8%	-5.6%	-0.2%	-11.3	-2.2%	13.1%	0.1%	1.4%
Cc1ccc(C)c(N2CCN(C(=O)c3cc(S(=O)(=O)N4CCCCC4)cn3C)CC2)c1	15.3%	7.6%[57.1 µM]	-11.4%	-5.2%	-4.4	-1.8%	3.3%	-1.0%	42.3%[activator][57.1 µM]
Cc1ccc2cc(N)ccc2n1	15.8%	4.4%[57.1 µM]	-19.2%	-1.3%	27.8	2.5%	-16.3%	-2.0%	20.7%[57.1 µM]
O=C(NCCO)C(=O)c1c(-c2ccccc2)cc2ccccn12	0.0%	-1.6%	-27.9%	0.0%	-1.3	0.3%	-20.5%	-3.3%	19.7%
Cc1ccc(NC(=O)NCc2cccn2C)cc1C	-6.5%	-10.2%	-12.3%	0.1%	-3.5	-11.7%	-21.5%[56.9 µM]	-6.4%	-3.0%
CCO[C@H]1OC(C(=O)N2CCN(C)CC2)=C[C@@H](C(C)(C)C)[C@@H]1CCCO	-13.4%	0.8%	-5.8%	-4.2%	-7.4	4.6%	4.8%	-0.9%	-0.6%
CS(=O)(=O)N1CCC(C(=O)Nc2cccc([N+](=O)[O-])c2)CC1	-10.8%	-3.9%	-6.2%	-0.7%	-5.6	-0.2%	13.3%[56.9 µM]	-0.5%	16.5%
N/C(=N\OC(=O)/C=C/c1ccccc1Cl)c1cccnc1	5.9%	3.8%[57.1 µM]	-2.9%	-1.7%	-0.3	-1.2%	-17.0%	-0.2%	22.6%[57.1 µM]
CC(C)c1ccc(NC(=O)c2ccc(F)c(S(=O)(=O)N3CCCCCC3)c2)cc1	-5.9%	3.3%[57.1 µM]	-5.6%	1.8%	-4.1	-5.1%	16.9%	0.4%	14.3%[57.1 µM]
CN(C)CCNC(=S)NC1CCCCC1	-6.2%	2.3%	-11.2%	3.0%	-4.4&-4.1	-2.4%	19.7%	0.8%	11.6%[57.1 µM]
CCC(=O)c1ccc(OCC(=O)Nc2cccc(S(=O)(=O)N(C)c3ccccc3)c2)cc1	6.4%	-0.3%	-21.4%	-0.5%	0.0	-1.2%	-2.8%	1.1%	11.1%
Nc1n[nH]c(-c2ccc(F)cc2)n1	3.2%	8.1%	-21.6%	0.6%	-7.3	-0.8%	-14.9%	2.7%	8.8%
C[C@@]12CCC=C[C@H]1[C@H](c1ccc3ccccc3c1Br)N(Cc1ccccc1)C2=O	-15.9%	12.3%	-5.0%	?	-11.3	-18.8%	-5.1%	-16.7%	-10.0%
COc1cc(C2CC(=O)Nc3ccc4ccccc4c32)ccc1OC(=O)C(C)C (stereo not drawn)	?	-5.1%	-21.9%	-2.4%	-7.2	-13.8%	0.7%	3.1%	28.2%
CCn1nc(C)c(CNC(=O)Nc2ccc3c(c2)OCO3)c1C	-1.3%	6.3%[57.1 µM]	-10.6%	-0.3%	-1.4	5.5%	-2.8%	-0.4%	27.2%[57.1 µM]
CCc1cccc(CC)c1NC(=O)c1c(C)oc2ccc(O)c(CN3CCCC3)c12	16.0%	3.3%	-26.3%	-2.7%	6.8	2.2%	-14.3%	1.3%	6.6%
CC(Oc1cccc(Cl)c1)C(=O)Nc1ccccc1C(=O)N1CCCCC1 (stereo not drawn)	2.5%	-8.4%	-5.9%	-2.5%	-8.6	-1.2%	8.9%	0.7%	-3.9%
CCCC(=O)Nc1ccc(C(=O)Nc2nnc(COC)s2)cc1	3.6%	-10.4%	-9.9%	-0.5%	-1.5	-5.9%	9.4%	1.7%	-5.6%
Cc1nc2cc(NC(=O)NC3CC3)ccc2n1C	4.6%	6.7%[57.1 µM]	-13.7%	2.3%	3.0	3.1%	15.1%	1.4%	8.2%[57.1 µM]
CN(c1ccc(C(=O)NCc2cccnc2)cc1)S(C)(=O)=O	15.5%	12.7%[57.1 µM]	-4.3%	4.0%	-10.5	5.0%	24.6%	1.2%	15.2%[57.1 µM]
Cc1nnc2ccc(N3CCN(C(=O)c4ccccc4)CC3)nn12	8.2%	2.6%	-25.5%	-3.8%	0.5	0.9%	2.4%	1.8%	14.4%
Cc1ccc(C(=O)NCCCN2CCOCC2)o1	2.2%	2.5%	-22.2%	-4.7%	0.0	-5.0%	-1.9%	1.0%	-1.4%
CCOC(=O)c1cc(-c2ccc(C)cc2)n(CC(=O)Nc2ccccc2F)c1C	0.5%	6.0%	-27.9%	3.3%	-4.8	-31.5%	-23.8%	-11.0%	28.1%
CN1CCN(C(=O)c2ccc3ccccc3c2)CC1	-0.9%	2.9%[57.1 µM]	-10.2%	5.5%	-3.9	0.4%	3.8%	1.4%	-1.2%[57.1 µM]
CCOc1ccc(Nc2nc(N)c([N+](=O)[O-])c(N3CCOCC3)n2)cc1	-1.1%	-6.3%	-19.4%	4.7%	-6.3	-11.9%	9.9%	0.8%	3.5%[57.1 µM]
CNC(=O)CN1C(=O)NC2(CCc3ccccc32)C1=O (stereo not drawn)	2.0%	1.5%	-9.9%	-1.1%	0.0	-15.6%	-16.0%	0.9%	13.4%
CN(C)c1cncc(C(=O)O)c1	-6.2%	17.8%	-13.4%	-2.0%	-2.2	-9.2%	-16.2%	1.3%	12.3%
COC(=O)c1oc2ccc(Br)cc2c1NC(=O)c1ccccc1	5.1%	66.4%[activator]	-3.8%	-4.1%	-10.7	-0.9%	8.9%	?	27.5%[57.1 µM]
Cc1ccc(S(=O)(=O)N2CCNC(=O)CC2)cc1	5.4%	-2.8%[57.1 µM]	?	-5.0%	-2.1	-1.8%	3.2%	-0.4%	7.1%[57.1 µM]
Cc1nc2ccccc2c2oc(C(=O)NCCN3CCCCC3C)cc12 (stereo not drawn)	1.6%	7.1%[57.1 µM]	-5.4%	-5.7%	0.0	-7.0%	-13.6%	5.2%	0.0%[57.1 µM]
Cc1cc([N+](=O)[O-])cc([N+](=O)[O-])c1NCC(C)C	5.6%	-2.0%[57.1 µM]	-21.9%	-3.7%	0.2	11.3%	3.4%	-4.5%	6.5%[57.1 µM]
NNC(=O)COc1ccccc1[N+](=O)[O-]	-0.3%	-2.4%	4.4%	-3.2%	-11.2	4.0%	10.5%[56.9 µM]	0.7%	19.7%
Cc1[nH]c2ccccc2c1/C=N/NC(=O)CNC(=O)Cc1ccccc1	1.6%	-8.8%	-14.8%	-9.6%	-5.2	2.0%	41.4%[11.4 µM]	-6.6%	0.6%
Cc1ccc(OCC(=O)O/N=C(\N)Cc2cccs2)cc1C	17.3%	6.8%	-13.4%	2.0%	-2.8	·	-32.9%	-4.6%	22.2%
COCCn1ccc2c(OCC(=O)NCc3ccc(F)cc3)cccc2c1=O	-4.5%	7.3%[57.1 µM]	-21.9%	1.7%	-3.2	-3.8%	-14.3%	-1.3%	22.0%[57.1 µM]
CC(C)CNS(=O)(=O)c1ccc(CC(C)C)cc1	3.0%	2.5%[57.1 µM]	-21.9%	-3.9%	5.7	-11.3%	-16.5%	3.1%	12.7%[57.1 µM]
CCOc1ccc(OCC)c(S(=O)(=O)NCCOC23CC4CC(CC(C4)C2)C3)c1	2.3%	13.5%	-29.4%	-2.7%	-5.0	0.4%	-17.2%	-0.2%	19.3%
COc1cccc(CN(C)C(=S)Nc2ccc(C)c(C)c2)c1	-5.8%	5.7%[57.1 µM]	-15.9%	-1.9%	-9.6	-15.9%	6.0%	-2.7%	10.8%[57.1 µM]
Cc1ccc(Cl)cc1NS(=O)(=O)c1ccc2c(c1)NC(=O)C(C)C(=O)N2 (stereo not drawn)	14.6%	15.9%[57.1 µM]	-13.3%	-4.2%	-0.1	0.8%	-17.4%	-3.9%	-8.9%[57.1 µM]
O=C(O)c1cc(S(=O)(=O)Nc2cc(Cl)ccc2Oc2ccccc2)ccc1O	-11.4%	6.0%	-23.6%	-4.8%	-3.0	-2.4%	7.8%	-1.2%	-1.0%
Cc1cnc(C(=O)OCC(=O)Nc2ccccc2[N+](=O)[O-])cn1	6.6%	5.6%[57.1 µM]	-18.1%	-4.1%	16.3	-0.9%	-5.4%	-0.4%	0.9%[2.29 µM]
CC(NS(=O)(=O)c1ccc2c(c1)OCCCO2)C(=O)O (stereo not drawn)	-1.4%	3.8%	-13.4%	-5.1%	-0.1	5.0%	1.7%	0.1%	6.0%

Compound activity deposited in PubChem BioAssay by National Center for Advancing Translational Sciences (NCATS).

This is a subset; count on the stated rates, not on these rows.
